A549 tox: Nrf2 qHTS screen for inhibitors: counterscreen for cytotoxicity; Potency, µM (highest dose often 46 µM), without a hit: at the highest dose activity change, negative = cytotoxicity, hits mostly inhibitors; A549 ARE-Fluc cells, CellTiter-Fluor viability, 18-24 h; AID 504648, 2011; 0.16% of 390,000 active; note: potency is the fitted concentration of half-maximal effect; % is set by controls: 0 for no effect and ±100 for the full control effect
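Cytotoxicity counterscreen: CellTiter-Fluor fluorescence was measured in A549 ARE_Fluc cells after 18-24 h of compound exposure in a concentration series. The subsequent BugLite luminescent read reports ARE-luciferase activity.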
ATXN viability: Viability Counterscreen for Primary qHTS for Inhibitors of ATXN expression. Potency, µM (series often up to 56.7 µM), usual class: cytotoxic. AID 651635, 2014. 0.49% of 400,000 active. S2 cells (HEK-293 line with an ATXN2-luciferase reporter) viability, CellTiter-Fluor protease fluorescence, 24 h; note: potency is the fitted concentration of half-maximal effect; nearly all actives have a fitted effect of over 40% in size
TGFb inhibitor: qHTS for Inhibitors of TGF-b; Potency, µM (doses to about 46.1 µM), without a hit: at the top dose activity, negative = inhibition, most hits filed as inhibitors; HepG2 CAGA-GFP TGF-b/SMAD3 reporter, GFP fluorescence, 18 h; TGF-beta stimulated, 500 pg/mL final; 1.2% of 410,000 active; AID 588855, 2011; note: potency is the fitted concentration of half-maximal effect; % is set by controls: 0 for no effect and ±100 for the full control effect; nearly all actives have a fitted effect of over 65% in size
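Inhibition of TGF-beta-driven CAGA-GFP reporter expression in HEPG2 cells is measured by cellular GFP fluorescence after 18 h stimulation with 500 pg/mL recombinant TGF-beta in 1% FBS medium at 37 degrees C.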
HepG2 tox: qHTS for Inhibitors of TGF-b: Cytotox Counterscreen; HepG2 CAGA-GFP viability, ATP luminescence, 18 h; Potency, µM (series often up to 46.1 µM), inactives show at the highest dose activity change, negative = cytotoxicity, hits mostly cytotoxic; 0.76% of 410,000 active; note: potency is the fitted concentration of half-maximal effect; some results filed as inactive show a strong effect at the top dose
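HepG2 CAGA-GFP cells (1000/well, DMEM with 1% FBS) received compound, then TGF-beta at 500 pg/mL final, and were incubated 18 hours at 37 degrees C. Viability was read by CellTiter-Glo luminescence. Media-only wells were set as complete cell-killing and DMSO as no toxicity.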
ATXN2 expr inh: Primary qHTS for Inhibitors of ATXN expression; Potency, µM (titrated, usually from 57 µM), inactives show at the top dose activity change, negative = inhibition, actives largely listed as inhibitors; HEK-293 ATXN2-luciferase reporter, luminescence, 24 h; AID 1745845, 2022; 0.72% of 360,000 active; note: potency is the fitted concentration of half-maximal effect; % is set by controls: 0 for no effect and ±100 for the full control effect; nearly all actives have a fitted effect of over 55% in size
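ATXN2-luciferase reporter cells (luciferase flanked by upstream and downstream ATXN2 gene portions) were treated 24 h at 37 °C with compounds at up to 57 uM. SteadyGlo luminescence gave expression; GF-AFC fluorescence gave viability.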
Nrf2 block: Nrf2 qHTS screen for inhibitors; AID 504444, 2011; A549 ARE-Fluc reporter, luciferase luminescence, 18-24 h; 2.1% of 360,000 active; Potency, µM (titrated, usually from 46 µM), for inactives: top-dose activity change, negative = inhibition, actives largely listed as inhibitors; note: potency is the fitted concentration of half-maximal effect; % is set by controls: 0 for no effect and ±100 for the full control effect; nearly all actives have a fitted effect of over 60% in size
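Quantitative HTS in A549 cells stably bearing an antioxidant response element-firefly luciferase construct. Inhibition of Nrf2-driven transcription was scored by luminescence after 18-24 h of compound exposure at 37 °C.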
IL-2 act: qHTS of IL-2 Activators | IL-2 activation reporter assay, cell-based qHTS; stimulated with anti-CD3/CD4/CD28 beads; in transgenic mouse T cells | 0.065% of 360,000 active | activation, % (series mostly up to about 46 µM); in the data active = activation above about 50%; inconclusive = mostly about 30% to 49%; note: 0% is about no effect
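First, unstimulated transgenic mouse T cells were exposed to compound for 60 min. Next, anti-CD3/anti-CD4-coated beads with anti-CD28 were added. Finally, after 18 h at 37 degrees C, EGFP and DsRed were imaged.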
EPAC2 agonist: qHTS for Agonist of cAMP-regulated guanine nucleotide exchange factor 4 (EPAC2): primary screen; 0.079% of 360,000 active; AID 720711, 2013; Rap guanine nucleotide exchange factor 4 (Homo sapiens), Q8WZA2; EPAC2 activation, biochemical qHTS; response scale: 100% = 6.5 mM cAMP response; Potency, µM (doses to about 154 µM), for the others: top-dose activation, actives largely listed as activators; note: potency is the fitted concentration of half-maximal effect; nearly all actives have a fitted effect of over 50% in size
Target sequence (Q8WZA2 whole entry, looked up): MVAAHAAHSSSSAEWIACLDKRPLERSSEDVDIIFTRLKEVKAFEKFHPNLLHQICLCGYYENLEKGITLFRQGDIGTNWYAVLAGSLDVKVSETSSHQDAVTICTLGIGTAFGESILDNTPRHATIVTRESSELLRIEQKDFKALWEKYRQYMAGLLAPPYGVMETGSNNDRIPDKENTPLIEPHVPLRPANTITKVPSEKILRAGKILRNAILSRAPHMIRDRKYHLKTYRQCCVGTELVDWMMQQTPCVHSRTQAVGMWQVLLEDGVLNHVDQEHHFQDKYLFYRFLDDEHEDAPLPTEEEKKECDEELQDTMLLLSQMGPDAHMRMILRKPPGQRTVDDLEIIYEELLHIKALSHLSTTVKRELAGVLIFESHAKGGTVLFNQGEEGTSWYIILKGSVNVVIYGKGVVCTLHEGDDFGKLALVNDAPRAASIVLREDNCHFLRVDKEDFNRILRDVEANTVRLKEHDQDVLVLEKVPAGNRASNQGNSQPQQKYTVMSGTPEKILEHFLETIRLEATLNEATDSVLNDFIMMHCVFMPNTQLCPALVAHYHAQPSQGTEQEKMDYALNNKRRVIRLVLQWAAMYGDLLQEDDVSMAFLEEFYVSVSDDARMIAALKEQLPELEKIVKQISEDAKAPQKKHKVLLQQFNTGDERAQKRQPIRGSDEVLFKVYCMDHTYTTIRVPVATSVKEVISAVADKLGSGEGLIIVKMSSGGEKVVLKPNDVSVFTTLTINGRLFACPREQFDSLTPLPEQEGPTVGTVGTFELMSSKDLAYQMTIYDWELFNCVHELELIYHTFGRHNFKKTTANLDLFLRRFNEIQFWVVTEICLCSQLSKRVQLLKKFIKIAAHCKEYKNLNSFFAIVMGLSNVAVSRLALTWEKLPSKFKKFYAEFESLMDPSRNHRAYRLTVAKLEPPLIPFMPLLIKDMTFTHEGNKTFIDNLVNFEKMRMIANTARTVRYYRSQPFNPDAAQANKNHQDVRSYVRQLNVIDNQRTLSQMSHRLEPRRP
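In this primary screen, activation is scored as increased exchange of BODIPY-GDP from Rap1B by 100 nM EPAC2, with 50 uM GDP as competitor. Signal is normalized to the 6.5 mM cAMP agonist control.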
Nrf2 activator: qHTS of Nrf2 Activators; AREc32 ARE-luciferase reporter (MCF7-derived line), luminescence, 24 h; Potency, µM (highest dose often 46.1 µM), without a hit: top-dose activation, usual class: activators; 0.31% of 410,000 active; AID 624171, 2012; note: potency is the fitted concentration of half-maximal effect; % of control where 0% means no effect; nearly all actives have a fitted effect of over 65% in size
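Steps: seed AREc32_Fluc cells (1000/well, 5% FBS OPTI-MEM); incubate overnight at 37 deg C; add 23 nL compound; incubate 24 hr; add Steady-Glo; hold 30 min RT; read luminescence.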
* marks the source's active call; other numbers are inactive results; i = inactive; u = inconclusive; x = not tested or not shown; & = joins results of further samples; [ ] = dose if it differs, or a comment. Unless noted, calls come from the whole dose curve; as a rule, active = well fitted curve in the direction sought with a large enough effect; inconclusive = small, poorly fitted or top-dose-only effect, or another doubt; inactive = no such curve, though single readings can be large; an effect the other way counts as inactive or inconclusive.

mol	A549 tox	ATXN viability	TGFb inhibitor	HepG2 tox	ATXN2 expr inh	Nrf2 block	IL-2 act	EPAC2 agonist	Nrf2 activator
CCCCCCn1c(COc2ccccc2F)nnc1SCC(=O)NC1CCS(=O)(=O)C1 (centres undefined)	-6.8%	i	u	-2.1%	1.4%	3.8%	-1.6	-7.4%	2.4%
Cc1ccc(CN2CCNC(=O)C2CC(=O)N2CCN(c3ncccn3)CC2)o1 (centres undefined)	7.2%	i	0.4%	-12.9%	-17.4%	2.6%	3.2	16.2%	0.2%
CCOC(=O)c1c(C)c(-c2ccccc2)n(CC(=O)NCCc2ccc(C)cc2)c1C	0.0%	i	u	-3.2%	11.0%	6.3%	x	x	0.6%
CN(C)S(=O)(=O)c1cccc(NC(=O)COC(=O)/C=C/c2ccc([N+](=O)[O-])cc2)c1	-7.9%	i	0.0%	-24.3%	-6.4%	0.0%	-0.3	18.7%	-0.8%
Cc1cc(S(=O)(=O)Nc2cccc(Cl)c2)c(C)s1	-6.9%	i	2.3%	-2.7%	-17.2%	-27.6%	-0.5	3.6%	-0.8%
COc1ccc(C(CC(=O)Nc2ncccc2C)N2Cc3ccccc3C2=O)cc1 (centres undefined)	2.6%	i	1.8%	-2.2%	-28.4%	3.3%	0.5	0.0%	1.8%
CCOc1ccc(-c2noc(-c3csc([C@@H]4C[C@H](O)[C@@H](CO)O4)n3)n2)cc1	x	i	-17.9%	-2.3%	4.9%	x	0.1	2.4%	3.9%
CCOC(=O)c1cccc(C2=CC(=O)C[C@H](c3ccc(OC)cc3)C2)c1	0.8%	i	3.8%	-3.5%	61.8%[activator]	u	0.7	6.3%	4.2%
O=C(Cn1c(=O)sc2ccccc21)NCc1ccccn1	19.0%	i	2.7%	-6.5%	37.7%[activator]	24.4%	-1.2	0.0%	0.5%
c1ccc(C(c2ccccc2)c2noc(CN3CCN(C4CCCC4)CC3)n2)cc1	-6.0%	u	0.4%	-58.6%	x	9.8%	-3.1	-9.4%	-0.2%
O=C(NCCN1CCC(n2c(=O)[nH]c3ccccc32)CC1)c1ccc(F)cc1	x	i	x	x	-0.8%	x	1.5	2.1%	-0.3%
COc1ccccc1CNC(=O)C(=O)NCCC1CCCCN1S(=O)(=O)c1ccc(C)cc1 (centres undefined)	-5.9%	u	u	-23.0%	-23.4%	-19.1%	-5.6	6.6%	4.2%
COc1ccccc1NC(=O)C1CCC(CNS(=O)(=O)c2ccc3c(c2)CC(C)N3C(C)=O)CC1 (centres undefined)	-2.9%	x	u	-35.6%	x	18.4µM*	x	x	-0.2%
O=C(c1cccc2ccccc12)N1CCCCC1	3.0%	i	-3.5%	6.3%	2.7%	5.7%	-1.8	3.8%	-0.4%
CCc1noc(C)c1C(=O)Nc1cccc2ncccc12	6.7%	i	2.9%	6.5%	1.8%	0.2%	-1.6	7.2%	-0.3%
CCc1ccc(-n2nc(CO)c(C(=O)NC)n2)cc1	-2.1%	x	u	-7.9%	x	3.1%	x	x	6.7%
CCn1c(=S)sc2c(=O)n(-c3ccccc3)c(SCC(=O)NCc3ccco3)nc21	-2.7%	i	8.3%	5.7%	-2.6%	x	-0.9	3.4%	0.0%
O=C1c2ccccc2C(=O)C1c1ccccn1	-15.4%	u	-18.5%	-32.2%	u	0.1%	-0.1	-9.8%	u
CN1CC(C(=O)O)Cc2c1ccc1ccccc21 (centres undefined)	-2.0%	i	2.3%	-7.2%	2.8%	-4.8%	-0.2	-1.4%	4.7%
CCOC(=O)c1[nH]c2cc3c(cc2c1NC(=O)CN1CCN(CCO)CC1)OCO3	-10.9%	i	-1.2%	12.0%	16.6%	3.7%	0.0	-2.4%	2.7%
CCOC(=O)c1cnn(-c2nc(-c3ccccc3)cs2)c1C(F)(F)F	9.9%	i	17.6%	4.9%	6.7%	x	-0.6	-8.1%	0.1%
Cc1ccccc1NC(=O)c1ccc(NC(=O)C2CCCO2)cc1 (centres undefined)	-8.5%	i	12.8%	7.8%	19.6%	-6.7%	1.7	5.3%	-0.7%
CCc1nc2oc3cc(OC)ccc3c(=O)c2c(=O)n1-c1ccccc1	-1.0%	i	16.1%	-16.0%	45.9%[activator]	u	-0.9	12.1%	1.8%
CCCCn1c(N)c(N(CCOC)C(=O)C(C)N2C(=O)c3ccccc3C2=O)c(=O)[nH]c1=O (centres undefined)	-1.9%	u	-10.7%	-1.1%	11.5%	10.4%	-4.3	-4.0%	0.0%
Cc1ccc(NC(=O)N2CCCC2C(=O)NCc2cccs2)cc1 (centres undefined)	-1.3%	i	-2.3%	4.2%	-0.8%	-13.3%	3.0	1.5%	0.3%
COC(=O)c1ccc(-c2nc(-c3cccs3)no2)cc1	-1.9%	i	-10.4%	-18.8%	-28.9%	u	-1.5	4.9%	-2.1%
CC(C)N(Cc1nc(-c2ccc(Cl)cc2)no1)C(=O)CCC1CCCC1	1.3%	i	u	-20.7%	-2.2%	-4.3%	-1.9	4.2%	2.1%
CCOc1ccc(-c2nnc3ccc(SC)nn23)cc1	-10.2%	i	-14.9%	-16.2%	-8.3%	8.8%	-2.3	3.2%	0.5%
CC1=Nn2c(nc3sc4c(c3c2=O)CCCC4)SC1	-9.0%	u	-7.8%	-20.9%	41.2%[activator]	u	-0.1	7.0%	0.4%
CCCCCCCC(=O)N/N=C(\C)c1ccc(O)cc1O	-1.1%	u	-21.6%	-18.3%	0.0%	u	0.3	-2.6%	-0.3%
O=C(NCc1ccco1)c1sc(=S)n2c1[nH]c(=O)c1ccccc12	-16.8%	u	u	-25.6%	u	x	-0.7	-12.9%	13.2%
CCC1CCCCN1C(=O)COC(=O)c1cccs1 (centres undefined)	2.0%	i	-4.7%	15.9%	10.3%	-2.4%	-2.4	-2.5%	3.2%
Cn1cccc1/C=N\NC(=O)Cc1ccc(Br)c2ccccc12	18.2%	i	-21.6%	-21.2%	x	u	0.1	4.3%	0.1%
Cc1cccc(C(=O)c2cn[nH]c2-c2ccccc2O)c1	-1.3%	i	1.9%	21.8%	13.9%	4.9%	1.3	4.6%	-0.3%
O=C(CN1C(=O)C2(SCC(=O)N2c2ccccc2)c2ccccc21)NCc1ccccc1Cl (centres undefined)	1.5%	i	-5.9%	-12.4%	-4.4%	22.3%	x	x	-0.9%
O=C(CN1CCCc2ccccc21)NC(=O)NC1CCCCC1	2.0%	i	u	4.7%	15.8%	16.5%	-2.4	8.7%	0.7%
COc1ccc(CC(=O)NC(C)c2nnc(SCC(=O)Nc3nc(C)cs3)n2C)cc1 (centres undefined)	-12.9%	i	2.9%	-9.8%	5.5%	-8.4%	0.6	6.5%	-0.1%
CSc1nc(NCCOCCO)c2sc3nc(-c4ccco4)c4c(c3c2n1)CCC4	u	u	u	-74.8%	-33.1%	x	-0.2	4.9%	0.1%
O=C(NCCc1ccccn1)c1cc(-c2ccccc2Cl)nc2ccccc12	-3.2%	i	-20.6%	-13.0%	-9.8%	-23.3%	-1.3	0.2%	2.0%
CCOC(=O)c1sc2nc(C)nc(SCC(=O)NC(C)CCc3ccccc3)c2c1C (centres undefined)	3.2%	i	-1.1%	-33.2%	3.3%	-14.9%	-0.4	3.0%	0.2%
CC(=O)OCON[N+]([O-])=NC(C)C	-11.5%	x	u	-1.4%&-1.0%	x	15.2%	x	x	x
C=CCc1ccccc1OCc1nc2ccccc2n1CC	0.7%	i	u	-29.4%	-7.5%	u	x	x	4.4%
Cc1cc(NC(=O)c2ccccc2)ccc1NC(=O)Cc1ccccc1	9.0%	i	10.9%	-12.9%	-14.7%	4.5%	0.4	11.9%	0.0%
O=C(CN1C(=O)NC2(CCCCC2)C1=O)N1CCN(S(=O)(=O)/C=C/c2ccccc2)CC1	-3.1%	i	16.7%	1.1%	6.1%	-8.2%	-3.7	-3.3%	-0.8%
Cc1c(C(=O)N2CCN(C/C=C/c3ccccc3)CC2)oc2c(F)cccc12	-2.1%	i	-5.7%	1.1%	-12.5%	7.6%	-2.8	5.9%	0.4%
O=C(Cc1nnc(NC(=O)Nc2ccccc2F)s1)NCc1ccccc1	2.2%	u	0.0%	-24.7%	-14.8%	11.4%	-2.7	-6.8%	7.9%
Cc1ccccc1CNC(=O)C1CCCCN1S(=O)(=O)c1ccc(F)cc1 (centres undefined)	-1.3%	i	-28.6%	-21.3%	-7.7%	u	x	x	-0.1%
Cc1cc(NC(=O)CN2CCCC(C)C2)n(-c2nc3ccccc3s2)n1 (centres undefined)	9.8%	i	3.0%	-17.6%	-2.3%	u	0.9	-7.4%	3.2%
CCCCS(=O)(=O)N1CCCC(C(=O)NCC2CCCO2)C1 (centres undefined)	0.9%	i	-1.9%	-4.6%	-11.4%	1.9%	-0.9	0.5%	0.1%
